# Rv3671c inh: Rv3671c (M. tuberculosis) protease inhibition; inhibition, % at 5.96 µM; 320,000 tested, 0.048% active; P9WHR9; in the data active = inhibition above about 38%;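 also: extracellular domain of Rv3671c used as enzyme; 0% = enzyme with DMSO and 100% = no enzyme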
# Target sequence (P9WHR9 whole entry, looked up, the tested form may be a part): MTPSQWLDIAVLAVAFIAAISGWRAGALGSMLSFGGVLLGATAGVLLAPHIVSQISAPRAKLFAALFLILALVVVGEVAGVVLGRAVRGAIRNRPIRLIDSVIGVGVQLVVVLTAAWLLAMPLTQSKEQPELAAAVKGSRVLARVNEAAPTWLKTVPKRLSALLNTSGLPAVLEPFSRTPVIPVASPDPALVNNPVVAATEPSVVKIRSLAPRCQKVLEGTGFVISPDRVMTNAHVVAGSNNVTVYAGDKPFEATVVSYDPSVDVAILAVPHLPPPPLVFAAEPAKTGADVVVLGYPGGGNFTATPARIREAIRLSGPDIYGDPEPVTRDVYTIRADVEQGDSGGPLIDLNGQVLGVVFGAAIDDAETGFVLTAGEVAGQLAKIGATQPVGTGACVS
# UGM FP inh: Mtb UDP-galactopyranose mutase inhibition; P9WIQ1; 320,000 tested, 0.06% active; purified UGM, fluorescence polarization probe displacement; inhibition, % at 10 µM; in the data active = inhibition above about 10%, passing the limit was not always enough
# MazF activator: MazEF (E. coli) toxin RNase activation | 350,000 tested, 0.32% active | activation, % at 20 µM | AID 504720 | P0AE70 | FAM/BHQ RNA-DNA oligo cleavage fluorescence, 5 h; in the data active = activation above about 50%
# Target sequence (P0AE70 whole entry, looked up): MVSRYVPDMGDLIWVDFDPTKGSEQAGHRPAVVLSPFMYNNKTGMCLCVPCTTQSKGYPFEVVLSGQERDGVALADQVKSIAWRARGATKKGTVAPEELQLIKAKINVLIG
# Mtb FBA inh: inhibits M. tuberculosis FBA enzyme. P9WQA3. purified M. tuberculosis FBA, fluorescence read-out. 360,000 tested, 2.3% active. inhibition, % at 1 µM; in the data active = inhibition above about 27%;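 also: 0% = vehicle and 100% = reference inhibitor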
# FadD28 binding: M. tuberculosis FadD28 bisubstrate binding inhibition | FadD28 bisubstrate probe binding, fluorescence polarization | inhibition, % at 12.5 µM | 360,000 tested, 0.22% active; in the data active = inhibition above about 8.5%, passing the limit was not always enough
# GDH-TPI counter: counter-screen for M. tuberculosis FBA inhibitors: GDH-TPI coupled enzymes. GDH-TPI coupled enzyme counterscreen, NADH absorbance. inhibition, % at 4.8 µM. 360,000 tested, 1.2% active. AID 588335;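 also: 0% = DMSO wells and 100% = wells lacking the enzyme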
# BioA inh: BioA (M. tuberculosis) enzyme inhibition; purified M. tuberculosis BioA enzyme, plate reader; inhibition, % at 9.99 µM; 360,000 tested, 0.096% active; AID 602481; in the data active = inhibition above about 40%
# VHR inh abs: DUSP3 (human) phosphatase inhibition | P51452 | recombinant VHR phosphatase, pNPP absorbance | inhibition, % at 13.3 µM | 290,000 tested, 0.52% active | AID 1654; in the data active = inhibition above about 50%; also: some compounds called inactive have numbers as strong as hits
# Target sequence (P51452 whole entry, looked up): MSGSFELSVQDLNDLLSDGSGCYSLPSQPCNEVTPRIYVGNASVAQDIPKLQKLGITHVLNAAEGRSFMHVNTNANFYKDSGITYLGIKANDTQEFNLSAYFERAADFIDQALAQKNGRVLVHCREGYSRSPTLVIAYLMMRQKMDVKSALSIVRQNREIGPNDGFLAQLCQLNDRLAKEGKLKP
# CCHF vOTU inh: blocks the CCHF virus ovarian tumor domain protease | 370,000 tested, 0.55% active | CCHFV vOTU protease, Pep-AMC fluorescence | inhibition, % at 11.5 µM; also: 0% = vehicle wells with enzyme and 100% = no enzyme wells
# BoNT-F LC inh: blocks Botulinum neurotoxin F light chain protease. Multiplex microsphere protease cleavage assay, flow cytometry. inhibition, % at 10 µM. 360,000 tested, 0.22% active. AID 588497; in the data active = inhibition above about 35%, passing the limit was not always enough; also: plate controls were buffer without enzyme for full effect and enzyme alone for no effect
# The depositor's hits bear a star; . = no result given. Rule as the data show it, unless noted: active = inhibition above about 30%; inactive = the rest. Rows are unselected; any-hit rate near 4.9%.
SMILES,Rv3671c inh,UGM FP inh,MazF activator,Mtb FBA inh,FadD28 binding,GDH-TPI counter,BioA inh,VHR inh abs,CCHF vOTU inh,BoNT-F LC inh
CCc1nnc(NC(=O)c2ccc(Cl)c(S(=O)(=O)N3CCc4ccccc43)c2)s1,-17,1.6,-7,-2,-2.5,24,-0.2,23,14,-4
CCOc1cc(C(=O)Nc2cccc(OCC(=O)N3CCOCC3)c2)cc(OCC)c1OCC,5,0.3,0,-6,.,8,-0.3,19,16,-2
CCOC(=O)N1CCc2c(sc(NC(=O)Cc3ccccc3)c2C(=O)c2ccc(OC)cc2)C1,-5,-2.8,-5,1,-0.4,0,-0.8,-3,6,-6
COc1cc2c(cc1OC)C1(CCCC1)C(N)=C2C#N,-3,-1.7,8,2,-2.9,3,0.0,13,10,-12
O=C(Nc1c2c(nn1-c1ccc(F)cc1)CS(=O)(=O)C2)c1ccc(Br)o1,-1,0.5,-28,0,-0.5,0,-1.3,2,11,2
CCOC1Cc2ccccc2N(C(N)=O)c2ccccc21 (configuration not stated),-7,-1.3,-2,7,-2.9,12,.,27,-8,-8
CN(C)S(=O)(=O)c1ccc(C(=O)NCCSc2ccccc2)cc1,10,-2.4,-9,0,-3.9,5,2.0,3,-4,-10
COCCCNc1nc(N)c([N+](=O)[O-])c(NC2CCCCC2)n1,-3,1.2,-4,0,-0.7,20,-2.2,.,-6,-9
Clc1ccc(-n2ncc3c(NCc4cccs4)ncnc32)cc1,-4,0.3,40,2,-0.9,8,-2.8,.,2,0
S=C(N/N=C/c1ccc2ncccc2c1)Nc1ccccc1,-7,0.0,4,0,-12,13,.,40,1,-9
Cc1cc(C)c(S(=O)(=O)N(C)CC(=O)NCc2ccncc2)c(C)c1,5,2.0,-24,-2,-1.3,14,0.1,20,-14,-3
S=C1NCN(C2CCCCC2)CN1CCc1ccccc1,4,0.7,9,3,-2.9,0,1.9,31,-7,14
CC(C)C[C@H](N)C(=O)N1CCC(C(=O)N[C@H](C(=O)NC(C)c2ccccc2)C(C)C)CC1 (some centres not stated),-12,1.4,3,4,-0.1,3,-0.8,4,10,-12
Cc1ccc(NC(=O)Cc2nnc(SCC(=O)Nc3nncs3)n2C)cc1,7,1.6,7,-4,-3.9,0,-1.1,26,12,19
Fc1ccc2cnc(CCO[C@H]3CCCCO3)cc2c1,-5,-3.1,-16,3,-0.5,7,-1.4,.,-10,-2
Fc1cccc(Cc2c(-c3cccc(Cl)c3)nc3ccc(Cl)cn23)c1,.,.,.,3,-3.9,.,-0.1,.,10,11
CC(=O)N1CCCc2cc(S(=O)(=O)N(C)CC(=O)Nc3ccccc3)ccc21,.,.,4,-1,0.1,4,1.2,.,11,2
CC1CC1C(=O)Nc1nc(-c2ccccn2)cs1 (configuration not stated),5,-1.9,8,0,0.0,1,0.8,24,7,-18
Cc1cccc(C(=O)NCC(=O)NC2CCC(C)CC2)c1 (configuration not stated),5,-1.6,7,1,0.7,11,-1.5,.,-5,.
O=C1C2CC(O)CN2C(=O)N1c1ccccc1 (configuration not stated),-9,0.1,9,-2,-1.1,10,.,3,5,-220
O=C(O)/C=C\C(=O)NCc1ccccc1,-8,1.9,-6,0,-2.4,-12,-1.5,19,-2,0
COc1ccc(CCNC(=O)C2CCCN(c3ncccn3)C2)cc1 (configuration not stated),0,-0.1,0,-2,-4.6,-9,.,33,-6,0
CCOc1ccccc1N1CC(C(=O)Nc2cc(Cl)ccc2-n2cncn2)CC1=O (configuration not stated),4,1.0,6,-1,0.0,2,-0.7,.,-4,4
Cc1ccc2c(c1)CC(C)N2S(=O)(=O)c1nnc(NC(=O)CC(C)C)s1 (configuration not stated),-3,0.1,8,-1,-3.5,6,-2.2,6,4,3
O=C(c1ccco1)N1CCCC(c2nc3c(nnn3Cc3cccc(Cl)c3)c(=O)[nH]2)C1 (configuration not stated),-10,2.7,-22,3,1.8,-9,-0.3,-12,1,14
CC(=O)N1CCN(S(=O)(=O)c2cccc(C(=O)Nc3ccc(F)c(F)c3)c2)CC1,4,0.3,1,0,-5.7,-14,14,-14,6,9
COC(=S)Nc1cccc(C(F)(F)F)c1,0,-0.4,-18,2,0.5,5,3.4,18,-7,.
Cc1ccc(S(=O)(=O)ON=C2CCN(S(=O)(=O)c3ccccc3)CC2)cc1,-3,-1.2,-3,-1,-1.7,-8,2.8,5,10,12
CC(=O)c1ccc(OCCCC(=O)OCC(=O)N2CCN(S(=O)(=O)c3ccc(C)cc3C)CC2)cc1,.,.,7,0,-1.5,-8,6.5,.,16,1
CCOC(=O)C1=C(c2ccccc2)c2ccccc2OC1C(=O)OCC (configuration not stated),.,.,3,-1,-3.4,9,-0.6,.,3,-4
CC1CC(C)(C)NC(=S)S1 (configuration not stated),-5,0.9,2,5,-2.8,-3,-0.8,2,6,-1
COc1ccc(S(=O)(=O)n2nc(OC(=O)c3cccs3)cc2NC(=O)c2cccs2)cc1,1,-1.0,-4,0,-2.7,11,-0.9,10,-1,0
O=C(NCC(=O)N(c1ccccc1)C(C(=O)NC1CCCC1)c1ccncc1)c1ccco1 (configuration not stated),-8,1.2,9,1,-1.6,7,0.5,.,3,-11
O=C(O)[C@H]1CC=C[C@H]2CCN(Cc3ccc(Cl)c(Cl)c3)C(=O)[C@@H]12,.,.,2,3,-0.1,-2,0.5,.,19,3
CCOc1cc(N2CCOCC2)c(OCC)cc1NC(=O)CN1C(=O)C2C3C=CC(C3)C2C1=O (configuration not stated),-4,-0.7,-1,-2,-1.6,-2,.,30,6,-2
Cc1ccccc1C(=O)c1cccn1CC(=O)NCc1ccco1,3,1.0,6,3,-3.6,2,-2.1,19,11,-2
CSc1cccc(NC(=O)CCNS(=O)(=O)c2ccc3[nH]c(=O)oc3c2)c1,3,-0.6,-7,-2,-1.1,-6,-0.7,6,-3,3
O=C(CCCn1c(=S)[nH]c2ccsc2c1=O)NC1CCCCC1,10,-0.8,10,-5,-2.9,7,-2.0,21,10,-3
CN1CCN(C(=O)c2ccc(CN(c3ccccc3)S(=O)(=O)c3ccccc3)cc2)CC1,1,1.1,5,-2,-2.9,-3,1.2,43,3,-3
COc1ccc(N2C(=O)CSC23C(=O)N2CCCc4cccc3c42)cc1 (configuration not stated),0,0.5,0,5,1.6,12,-0.6,0,5,-13
O=C(N/N=C/c1cccn1-c1cccc(C(=O)O)c1)Nc1ccccc1,5,-3.0,-8,-1,2.3,0,.,-7,4,-4
CC(=O)c1sc2nc(-c3ccccc3)cc(C)c2c1N,-5,-1.2,19,-1,1.1,17,-0.1,-4,2,.
CN1CCN(Cc2c(O)ccc3c2oc(=O)c2ccccc23)CC1,10,0.6,5,0,-2.2,12,0.5,18,5,-10
CCOc1cc2[nH]c(=O)n(Cc3ccccc3)c(=O)c2cc1OCC,-1,0.8,10,0,0.8,14,.,27,-3,-1
Cc1ccc(S(=O)(=O)N(C)/N=C/c2ccc(N(C)C)cc2)cc1,4,0.5,15,0,-2.8,20,-0.7,2,18,8
c1ccc2cc(N3CCCCC3)ccc2c1,.,.,-8,9,0.0,5,-0.1,.,0,-1
Cc1ccc(S(=O)(=O)N(C)C)cc1NC(=O)CSc1ncn[nH]1,-4,-2.7,4,1,-2.0,10,-0.3,-16,-8,-2
CC(CO)Nc1nc(SCc2ccccc2)nc2sc3c(c12)CCC3 (configuration not stated),1,1.8,5,1,-2.6,9,0.3,26,8,-11
COc1ccc(CCNC(=O)c2cc([N+](=O)[O-])ccc2N2CCOCC2)cc1,3,-0.6,2,1,1.4,8,.,.,-1,2
Cc1ccccc1C(OCC(O)CN1CCC(C(N)=O)CC1)c1ccccc1 (configuration not stated),7,-2.3,10,-7,-3.8,-1,2.4,36,5,1
CC(C)[C@H](NS(=O)(=O)/C=C/c1ccccc1)C(=O)OCC(=O)NC(N)=O,-2,4.6,3,1,-0.3,6,.,3,-4,4
CC(=O)Nc1ccc(OCC=C(Cl)Cl)cc1,0,-2.8,1,2,1.7,-1,1.0,-1,2,-4
Cc1ccc(-n2cccc2/C=C2/C(=N)N3C(=NC2=O)SN=C3S(C)(=O)=O)cc1,-2,0.0,-6,-1,-13,14,.,-2,20,5
Cc1cccc(C)c1N(CC(=O)Nc1cc(Cl)ccc1Oc1ccccc1)S(C)(=O)=O,-31,-1.6,4,2,0.5,6,-5.4,-5,9,-4
N#CCCN(C(=O)COC(=O)COc1ccc(Cl)cc1)c1ccccc1,-1,-0.6,8,-12,-3.6,-7,.,12,-5,2
CCC(C)NC(=O)CN1c2cccc3cccc(c23)S1(=O)=O (configuration not stated),7,0.3,6,10,-1.0,10,-0.7,-2,-6,-4
CC(=O)Nc1ccccc1-c1nc2ccccc2nc1OCC(=O)c1ccc(Br)cc1,5,-2.4,-1,0,1.5,7,-0.8,20,1,-19
CCCCOc1ccc(OCCNS(=O)(=O)N(C)C)cc1,-9,-0.1,-4,-4,-2.6,-9,-0.4,24,10,-17

# Molecules shown so far that have a halogen:
SMILES,Rv3671c inh,UGM FP inh,MazF activator,Mtb FBA inh,FadD28 binding,GDH-TPI counter,BioA inh,VHR inh abs,CCHF vOTU inh,BoNT-F LC inh
CCc1nnc(NC(=O)c2ccc(Cl)c(S(=O)(=O)N3CCc4ccccc43)c2)s1,-17,1.6,-7,-2,-2.5,24,-0.2,23,14,-4
O=C(Nc1c2c(nn1-c1ccc(F)cc1)CS(=O)(=O)C2)c1ccc(Br)o1,-1,0.5,-28,0,-0.5,0,-1.3,2,11,2
Clc1ccc(-n2ncc3c(NCc4cccs4)ncnc32)cc1,-4,0.3,40,2,-0.9,8,-2.8,.,2,0
Fc1ccc2cnc(CCO[C@H]3CCCCO3)cc2c1,-5,-3.1,-16,3,-0.5,7,-1.4,.,-10,-2
Fc1cccc(Cc2c(-c3cccc(Cl)c3)nc3ccc(Cl)cn23)c1,.,.,.,3,-3.9,.,-0.1,.,10,11
CCOc1ccccc1N1CC(C(=O)Nc2cc(Cl)ccc2-n2cncn2)CC1=O (configuration not stated),4,1.0,6,-1,0.0,2,-0.7,.,-4,4
O=C(c1ccco1)N1CCCC(c2nc3c(nnn3Cc3cccc(Cl)c3)c(=O)[nH]2)C1 (configuration not stated),-10,2.7,-22,3,1.8,-9,-0.3,-12,1,14
CC(=O)N1CCN(S(=O)(=O)c2cccc(C(=O)Nc3ccc(F)c(F)c3)c2)CC1,4,0.3,1,0,-5.7,-14,14,-14,6,9
COC(=S)Nc1cccc(C(F)(F)F)c1,0,-0.4,-18,2,0.5,5,3.4,18,-7,.
O=C(O)[C@H]1CC=C[C@H]2CCN(Cc3ccc(Cl)c(Cl)c3)C(=O)[C@@H]12,.,.,2,3,-0.1,-2,0.5,.,19,3
CC(=O)Nc1ccc(OCC=C(Cl)Cl)cc1,0,-2.8,1,2,1.7,-1,1.0,-1,2,-4
Cc1cccc(C)c1N(CC(=O)Nc1cc(Cl)ccc1Oc1ccccc1)S(C)(=O)=O,-31,-1.6,4,2,0.5,6,-5.4,-5,9,-4
N#CCCN(C(=O)COC(=O)COc1ccc(Cl)cc1)c1ccccc1,-1,-0.6,8,-12,-3.6,-7,.,12,-5,2
CC(=O)Nc1ccccc1-c1nc2ccccc2nc1OCC(=O)c1ccc(Br)cc1,5,-2.4,-1,0,1.5,7,-0.8,20,1,-19

# Compound activity deposited in PubChem BioAssay by several laboratories.
